D2 antag: antagonists of human D2 dopamine receptor; P14416; inhibition, % at 10 µM; actives 2% (n = 340,000); HEK293 TREx D2 cells, calcium flux, dopamine EC80; in the data active = inhibition above about 30%; note: 0% is about no effect
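Dopamine at EC80 is the agonist stimulus; test compounds precede it by 180 s. Calcium flux read kinetically in a force-coupled, inducible HEK293 T-REx D2 cell line.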
TrxR1 substrate: rat thioredoxin reductase 1 substrate activity; purified TrxR1 substrate turnover, NADPH consumption readout; AID 588456; O89049; actives 0.01% (n = 390,000); Potency, µM (titrated, usually from 114 µM), inactives show top-dose activity change, negative = substrate turnover; note: potency is the fitted concentration of half-maximal effect; % is set by controls: 0 for no effect and ±100 for the full control effect; nearly all actives have a fitted effect of over 50% in size
Target sequence (O89049 whole entry, looked up): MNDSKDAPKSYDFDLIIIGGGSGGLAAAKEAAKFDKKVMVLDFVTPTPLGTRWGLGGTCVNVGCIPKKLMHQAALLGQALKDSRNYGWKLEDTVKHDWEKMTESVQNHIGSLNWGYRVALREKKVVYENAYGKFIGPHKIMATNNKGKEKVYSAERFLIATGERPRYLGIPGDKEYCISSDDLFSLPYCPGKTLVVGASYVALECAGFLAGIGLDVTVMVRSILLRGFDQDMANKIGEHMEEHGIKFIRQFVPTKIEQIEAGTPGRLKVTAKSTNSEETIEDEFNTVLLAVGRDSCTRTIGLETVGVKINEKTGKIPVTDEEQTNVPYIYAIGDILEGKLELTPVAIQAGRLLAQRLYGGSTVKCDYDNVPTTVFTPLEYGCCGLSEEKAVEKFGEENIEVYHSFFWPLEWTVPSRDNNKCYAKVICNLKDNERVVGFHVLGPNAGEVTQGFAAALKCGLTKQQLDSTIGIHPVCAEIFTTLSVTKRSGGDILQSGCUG
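Rat TrxR1, dispensed at 90 nM, was prereduced with 400 uM NADPH (final) for 5 min at ~22 deg C, then incubated with compound 15 min before 400 uM selenite. A first-read NADPH fluorescence drop versus no-compound background flagged substrates.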
USP1 inh: USP1/UAF1 (human) deubiquitinase inhibition. O94782. recombinant USP1/UAF1, Ub-Rhodamine cleavage fluorescence. Potency, µM (highest dose often 57.1 µM), inactives show at the top dose activity change, negative = inhibition, usual class: inhibitors. actives 0.23% (n = 390,000). AID 743255; note: potency is the fitted concentration of half-maximal effect; % is set by controls: 0 for no effect and ±100 for the full control effect; nearly all actives have a fitted effect of over 60% in size; inactives centre near -12
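1 nM enzyme complex + cpd, 15 min RT; start with Ub-Rho 150nM final; kinetic fluorescence ex 480/em 540, 6 reads q60 s. Buffer 50mM HEPES pH 7.8, 0.5mM EDTA, 0.1 mg/ml BSA, 1mM TCEP, 0.01% Tween-20.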
TrxR1 inh: inhibitors of rat thioredoxin reductase 1; recombinant rTrxR1, NADPH fluorescence consumption, selenite substrate; Potency, µM (highest dose often 114 µM), for the others: at the highest dose activity change, negative = inhibition, actives largely listed as inhibitors; actives 1% (n = 390,000); note: potency is the fitted concentration of half-maximal effect; % is set by controls: 0 for no effect and ±100 for the full control effect; nearly all actives have a fitted effect of over 65% in size
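Rat TrxR1 (90 nM in the dispensed reagent) was pre-reduced with 400 uM NADPH for 5 min at room temperature, then incubated with compound for 15 min. After 400 uM selenite was added, NADPH fluorescence (Ex 340/Em 450 nm) was followed for 8 min.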
IDH1 R132H inh: blocks human mutant IDH1 R132H enzyme | IDH1-R132H enzyme, NADPH consumption, diaphorase/resazurin fluorescence | Potency, µM (highest dose often 76.6 µM), without a hit: at the top dose activity change, negative = inhibition, usual class: inhibitors | AID 602179 | actives 0.093% (n = 390,000) | O75874; note: potency is the fitted concentration of half-maximal effect; % is set by controls: 0 for no effect and ±100 for the full control effect; nearly all actives have a fitted effect of over 65% in size
Target sequence (O75874 whole entry R132H, stated change not applied): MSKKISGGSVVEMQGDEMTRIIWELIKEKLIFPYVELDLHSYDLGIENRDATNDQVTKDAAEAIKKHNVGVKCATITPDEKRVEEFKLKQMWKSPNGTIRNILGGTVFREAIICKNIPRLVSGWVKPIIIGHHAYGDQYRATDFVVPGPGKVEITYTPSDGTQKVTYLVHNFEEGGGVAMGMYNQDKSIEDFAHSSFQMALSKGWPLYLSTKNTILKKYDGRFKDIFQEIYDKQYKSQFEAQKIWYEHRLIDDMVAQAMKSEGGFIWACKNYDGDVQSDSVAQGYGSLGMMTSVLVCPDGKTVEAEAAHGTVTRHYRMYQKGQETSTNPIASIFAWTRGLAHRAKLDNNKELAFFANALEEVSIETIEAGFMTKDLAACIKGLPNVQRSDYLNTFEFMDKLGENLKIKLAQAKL
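IDH1-R132H (0.5 ug/mL) preincubated 30 min with compound, then NADPH (0.016 mM) and alpha-KG (2 mM) added; 80 min at RT, pH 7.5. Remaining NADPH coupled via diaphorase/resazurin to fluorescence (540/590 nm); concentration-response curves normalized to no-enzyme control.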
Pin1 inhibitor: blocks the human prolyl isomerase Pin1 | Q13526 | Pin1 FP peptide displacement, HiFluor488, 10 min | Potency, µM (titrated, usually from 115 µM), inactives show at the highest dose activity, negative = inhibition, most hits filed as inhibitors | actives 0.009% (n = 390,000) | AID 504891; active = well fitted inhibition curve with a large enough effect in the polarisation, with a control signal flat, not every such curve was filed as active; inconclusive = small, poorly fitted or top-dose-only effect, or effect the other way, or a change in a side signal; inactive = no such curve, though single readings can be large or run the other way; the % refers to the polarisation; note: potency is the fitted concentration of half-maximal effect; % is set by controls: 0 for no effect and ±100 for the full control effect
Target sequence (Q13526 whole entry, looked up): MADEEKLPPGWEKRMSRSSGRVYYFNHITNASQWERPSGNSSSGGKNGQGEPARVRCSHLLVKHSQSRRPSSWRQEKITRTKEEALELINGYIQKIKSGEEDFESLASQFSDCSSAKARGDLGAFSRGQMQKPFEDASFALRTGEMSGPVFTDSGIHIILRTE
TRHR agonist: TRH receptor (human) agonism; P34981; TRHR cells, calcium flux fluo-8, FDSS agonist mode; activation, % at 2 µM; actives 0.18% (n = 360,000); AID 493084; in the data active = activation above about 30%; note: 0% is about no effect
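Steps: seed TRHR cells overnight; add fluo-8 no-wash Ca dye, RT 30 min–1.5 h; record 10 s baseline; pin-transfer compounds; monitor fluorescence 1 cycle/s for the agonist window. Calcium increases flag candidate agonists.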
TRHR enhancer: allosterically enhances the human TRH receptor; enhancement, % at 2 µM; TRHR cells, fluo-8 calcium fluorescence, EC20 TRH enhancement; P34981; actives 0.66% (n = 360,000); in the data active = enhancement above about 30%; note: 0% is about no effect
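Enhancer read-out: after compound pinning and an initial kinetic agonist-mode read, an EC20 of TRH (10 nM final) was injected and fluo-8 calcium signal (Ex 480/Em 530) followed at 1 s/cycle for 100 cycles in TRHR-expressing cells.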
D2 agonist: activates the human D2 dopamine receptor | HEK293 T-REx D2 cells, calcium flux agonist mode | activation, % at 2 µM | actives 0.53% (n = 340,000) | AID 485358;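 active = activation over 3 SD above normal in the single-dose calcium agonist read, cut at about 30% in these data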; note: 0% is about no effect
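HEK293 Trex D2 cells, tetracycline-induced, o/n 30 C 5% CO2; no-wash Ca dye, RT 30–90 min; 10-cycle baseline, 23 nl cpd added, kinetic Ca read 180 s; agonist hits = positive Ca response.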
Active calls of the source: *; ? = inconclusive; / = no result given; & = joins results of further samples; [ ] = dose if it differs, or a comment. Unless noted, calls come from the whole dose curve; as a rule, active = well fitted inhibition curve with a large enough effect; inconclusive = small, poorly fitted or top-dose-only effect; inactive = no such curve, though single readings can be large or run the other way.

SMILES	D2 antag	TrxR1 substrate	USP1 inh	TrxR1 inh	IDH1 R132H inh	Pin1 inhibitor	TRHR agonist	TRHR enhancer	D2 agonist
CCOc1ccc(-n2c(SCC(=O)N3CCCCCC3)nc3c([nH]c4ccccc43)c2=O)cc1	/	4%[57.1 µM]	?	22%[57.1 µM]	5%	3%	-0.4	0	-1.9
COc1ccccc1CNC(=O)CCNS(=O)(=O)c1cccc2nsnc12	8	-9%	-18%&-6%	-17%&4%	22%&2%	0%&-5%	-0.4&-0.2	-1&22	0.4&-0.3
O=C(O)Cc1c(C(=O)O)nnn1-c1ccc(Cl)cc1Cl	-8	6%	-4%	13%	-1%	-1%	-0.4	-1	1.0
CC(=O)Nc1cc(NC(C)=O)ncn1	-14	-1%	-14%	5%	0%	-3%	0.9	2	1.5
O=C(c1cccc(-c2ccco2)c1)N1CCCC(N2CCN(c3ccc(F)cc3)CC2)C1 (stereo not drawn)	/	-4%	-4%	-9%	7%	2%	-2.4	0	/
COCCNC(=O)c1cc(-c2ccccc2)nn1CC1CC(c2cccc([N+](=O)[O-])c2)=NO1 (stereo not drawn)	/	-4%	-14%	4%	-3%	-8%	/	/	/
Cc1ccc(C(=O)C2=C(O)C(=O)N(Cc3ccco3)C2c2cccc(Cl)c2)o1 (stereo not drawn)	-11	-12%	-19%	?	2%	0%	0.6	17	1.9
CCOc1ccc(OCC(=O)Nc2ccc(OC)cc2[N+](=O)[O-])cc1	-8	6%[57.1 µM]	-10%	13%[57.1 µM]	6%	-7%	-0.9	-5	-0.7
O=C(Nc1ccccc1)C(CCCCN1C(=O)c2ccccc2C1=O)N1C(=O)c2ccccc2C1=O (stereo not drawn)	/	11%[57.1 µM]	-12%	18%[11.4 µM]	10%	6%	/	/	/
Cc1cc(C)cc(-n2c(SCC(=O)NCc3ccc(F)cc3)nc3c([nH]c4ccccc43)c2=O)c1	/	3%[57.1 µM]	-24%	17%[57.1 µM]	2%	9%	-0.2	-5	1.0
Nn1c(SCC(=O)Nc2ccccc2F)nnc1C1CCCCC1	-9	10%[57.1 µM]	4%	31%[57.1 µM]	-10%	-1%	0.3	14	-0.5
Cc1ccc(Nc2cc(C)nc(N3CCOCC3)n2)c(C)c1	-1	-5%	-4%	3%	-3%	-1%	0.3	-3	0.6
COc1ccc(OC)c(CCNC(=O)c2ccc3c(c2)N(Cc2ccc(F)cc2)CCS3)c1	-10	52%[activator]	-13%	78%[activator]	-5%	6%	0.3	-1	0.5
Cn1c(=O)c2c(n3cnnc13)-c1ccccc1CC21CCCC1	-14	11%	-12%	-6%	9%	-4%	-0.3	2	-0.5
COc1ccc(O)c(/C=N/NC(=S)Nc2cccnc2)c1	-7	5%	-13%	-34%	-9%	5%	1.5	0	0.4
CC1Cc2ccccc2N1Cc1cccc(S(=O)(=O)N(C)C)c1 (stereo not drawn)	13	-4%	-26%	1%	2%	-8%	-0.4	-10	0.8
COc1cc2c(cc1NC(=O)COC(=O)C1CC(=O)N(Cc3ccco3)C1)oc1ccccc12 (stereo not drawn)	2	5%	-2%	-8%	-1%	1%	-0.3	-2	0.0
CCC(C)c1ccc(NC(=O)COc2c(F)c(F)c(C(F)(F)F)c(F)c2F)cc1 (stereo not drawn)	6	7%	-18%	27%	7%	0%	0.2	2	0.6
Cc1ccnc2nc(NC(=O)c3ccco3)nn12	-12	0%	-12%	2%	-9%	2%	0.9	0	0.1
Cc1nc(NC(=S)NC(=O)COc2ccc(Cl)cc2)ccc1Br	4	2%[57.1 µM]	-4%	4%[57.1 µM]	0%	-6%	0.1	5	0.9
CCOc1cc(C)nc(Oc2ccc(=O)[nH]n2)n1	/	5%	-17%	12%	0%	-7%	0.3	11	/
COc1cccc(C(=O)C2CCCN(Cc3c(C)n(C)n(-c4ccccc4)c3=O)C2)c1 (stereo not drawn)	1	11%	-9%	14%	-6%	6%	0.0	10	0.1
CC(C)Oc1ccccc1-c1nc(SCC(=O)O)n[nH]1	4	5%[57.1 µM]	-6%	28%[57.1 µM]	-7%	-5%	0.5	-2	0.6
O=c1[nH][nH]c(=O)c2c1[nH]c(=S)n2Cc1ccccc1	/	9%[57.1 µM]	3%	-9%[2.29 µM]	1%	1%	/	/	/
Cc1cccc(CSc2ncc(Cl)c(C(=O)Nc3nc4ccc(F)cc4s3)n2)c1	/	3%	-7%	10%	-4%	0%	1.3	-10	0.1

3 of the entries above in order of the D2 antag value, high to low:
| smiles | D2 antag | TrxR1 substrate | USP1 inh | TrxR1 inh | Pin1 inhibitor | TRHR enhancer |
| --- | --- | --- | --- | --- | --- | --- |
| CCC(C)c1ccc(NC(=O)COc2c(F)c(F)c(C(F)(F)F)c(F)c2F)cc1 (stereo not drawn) | 6 | 7% | -18% | 27% | 0% | 2 |
| COc1ccc(O)c(/C=N/NC(=S)Nc2cccnc2)c1 | -7 | 5% | -13% | -34% | 5% | 0 |
| O=C(O)Cc1c(C(=O)O)nnn1-c1ccc(Cl)cc1Cl | -8 | 6% | -4% | 13% | -1% | -1 |

The list goes on.
SMILES	D2 antag	TrxR1 substrate	USP1 inh	TrxR1 inh	IDH1 R132H inh	Pin1 inhibitor	TRHR agonist	TRHR enhancer	D2 agonist
c1ccc(C2=Nn3c(nnc3-c3ccncc3)SC2)cc1	-2	0%	-13%	-5%	15%	-3%	0.0	1	-0.5
CC(C)CNC(=O)c1ccccc1NC(=O)CSCc1ccccc1	/	-7%	-16%	7%[57.1 µM]	4%	-4%	-1.8	8	/
COc1ccc(NC(=O)CNC(=O)Cn2c(C)cc3ccccc3c2=O)cc1OC	-1	11%[57.1 µM]	-19%&-32%	38%[57.1 µM]	10%&8%	-1%&7%	-0.1&-0.2	6&0	0.1&-1.1
CC(C)Cc1nc(SCC(=O)N2CCCC2)c2c(=O)n(C)c(=O)n(C)c2n1	1	3%	-17%	24%	8%	-5%	-0.1	-3	0.4
Cc1cc(C(=O)CSc2nnc(-c3ccccc3)n2Cc2ccc3c(c2)OCO3)c(C)n1C	-2	-1%	-18%	-10%	0%	-4%	0.1	-8	-0.4
CCOc1nnc(C)c2c(C)n(-c3ccc(Cl)cc3)nc12	/	-5%	-4%	-3%	10%	-6%	/	/	/
C=C1C(=O)O[C@@H]2[C@H]1[C@@H](OC(=O)/C(C)=C/C)C/C(C)=C\C(=O)/C=C(\C)[C@@H]2O	4	12%[57.1 µM]	?	?	-10%	4%	-0.1	9	-0.2
Cc1cc(=O)[nH]c(N/N=C/C=C/c2ccccc2)n1	-8	-9%	-16%	1%	-4%	4%	0.1	-1	-0.1
CC(=O)Nc1ccc(S(=O)(=O)Nc2cccc(-c3ccc4nncn4n3)c2)cc1	-1	3%	-6%	24%	4%	-5%	0.0	-2	0.6
COc1cc(CC(NC(C)=O)C(=O)NC2CCN(C(=O)C3CC3)CC2)cc(OC)c1 (stereo not drawn)	33*	13%[57.1 µM]	-9%	13%	-1%	2%	0.2	4	0.1
CCN1CCN(Cc2ccc(OCc3ccccc3)c(OC)c2)CC1	18	-5%	9%	-1%	17%	-5%	2.1	19	-0.1
COc1cccc(CNC(=O)C2CC(=O)N(c3ccc4c(c3)OCCO4)C2)c1 (stereo not drawn)	-1	-8%	0%	-5%	2%	-1%	-0.2	-1	-0.7
COc1ccccc1N1CCN(S(=O)(=O)CCNC(=O)COc2ccccc2F)CC1	/	0%[57.1 µM]	-20%	10%[57.1 µM]	10%	5%	-0.3	-3	0.5
Cc1cccc(N(C(=O)c2snc(C(N)=O)c2N)C(C(=O)NCC2CCCO2)c2c[nH]c3ccccc23)c1 (stereo not drawn)	7	-1%	-1%	-2%	-12%	4%	0.0	4	1.0
Cc1cc(NC(=O)CCC(=O)N(CC(=O)NC2CCCC2)c2cccc(C)c2C)no1	/	2%	-10%	0%	5%	5%	/	/	/
CSc1sc(C(=O)NNC(C)=O)c2c1C=CCC2	9	8%	?	7%	5%	0%	-0.8	5	-0.9
CCOC(=O)N1CCC(NS(=O)(=O)c2ccc(C#N)cc2)CC1	28	-6%	-2%	-4%[57.1 µM]	17%	-2%	-0.9	-6	-0.9
C[C@]12CCC(O)CC1CCC1C2CC[C@]2(C)C(c3cc(C(F)(F)F)n[nH]3)CCC12 (stereo partly drawn)	44*	-3%[57.1 µM]	-22%	7%[2.29 µM]	3%	4%	2.5	-11	16
Cc1c(Cl)cccc1NC(=O)CSC(C)c1nc2ccccc2c(=O)[nH]1 (stereo not drawn)	29	4%	-9%	?	6%	2%	-0.3	16	-1.1
CCOC(=O)C1=C(C(=O)OCC)N(Cc2ccccc2)CCC1=O	/	-5%	-11%	18%	3%	-2%	/	/	/
Cc1nn(C)c2c1c(-c1ccccc1)cc(=O)n2Cc1ccc(Br)cc1F	/	10%[57.1 µM]	-22%	17%[57.1 µM]	5%	?	0.6	2	1.1
Cc1ccc(NC(=O)CCC(=O)NNS(=O)(=O)c2ccccc2)cc1C	-8	-3%	-8%	9%	-1%	4%	0.6	1	0.2
COc1ccc(OC)c2sc(N(CCN(C)C)C(=O)c3cc(Cl)sc3Cl)nc12	-1	6%	-8%	39%[activator]	4%	5%	-0.3	-4	-0.6
CCC1(c2ccccc2)ON(c2c(Br)cccc2Br)C1=O (stereo not drawn)	-1	-1%	?	10%	2%	2%	-0.1	-7	-0.1
C=CCN(C/C(=N\O)c1sc(C(=O)OCC)nc1C)c1cccc(Br)c1	/	-7%[57.1 µM]	-14%	-11%[57.1 µM]	-5%	0%	/	/	/
O=C1CN(C(=O)N[C@@H](Cc2ccccc2)C(=O)N[C@H](Cc2ccccc2)C(=O)O)c2ccccc2N1	-13	-1%	4%	-1%	-11%	?	0.4	-8	0.0

Screening data (PubChem BioAssay)

This is a subset; the hit share may differ from the screen's.
